KCNH2 3.1 inh – qHTS for Inhibitors of KCHN2 3.1: Mutant qHTS; AID 720553, 2013; 0.95% of 340,000 active; Potassium voltage-gated channel subfamily H member 2, brain isoform KCNH2 3.1 (human); U2OS KCNH2 3.1, thallium flux FluxOr; hits give low values; activity change, % (tested at about 1.8 µM);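 active means maximum activity change below -70%; inconclusive means maximum activity change from -70% to -50%; inactive means maximum activity change above -50%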;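 further: thallium influx rate constant from kinetic fluorescence after stimulation buffer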
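FluxOr-based Tl+ influx in U2OS cells transduced with KCNH2 3.1 virus; rate constants normalized to DMSO controls.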
Giardia kill – Small Molecules that selectively kill Giardia lamblia: qHTS; AID 540267, 2011; Giardia lamblia trophozoite viability; 0.15% of 340,000 active; activity change, % at 7.66 µM, hits read low; in the data active means activity change below about -80%; inconclusive means between about -30% and that limit;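 further: parasites exposed to compound for two days anaerobically before the ATP read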
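ATP-content bioluminescence gauges trophozoite survival. Cells (100/well) receive compound and incubate anaerobically for 48 hrs at 37 deg C; detection reagent follows for 15-30 min at room temperature.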
uPA generation – qHTS for Inhibitors of Cell Surface uPA Generation | AID 540303, 2011 | 0.31% of 330,000 active | Potency, µM (titrated, usually from 38.3 µM), for the others: top-dose activity change, negative = inhibition, hits mostly inhibitors | cell surface uPA generation assay, qHTS; active means well fitted inhibition curve with a large enough effect; inconclusive means small, poorly fitted or top-dose-only effect; inactive means no such curve, though single readings can be large or run the other way; tested in mouse RAW 264.7 cells; further: potency means the concentration at half of the fitted maximal effect; nearly all actives have a fitted effect of over 55% in size
KCNH2 WT inh – qHTS for Inhibitors of KCHN2 3.1: Wildtype qHTS; Voltage-gated inwardly rectifying potassium channel KCNH2 (Homo sapiens), Q12809; U2OS, BacMam KCNH2, thallium flux FluxOr; hits give low values; activity change, % at 1.84 µM; 0.37% of 340,000 active; AID 720551, 2013;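 active means maximum activity change below -70%; inconclusive means maximum activity change between -70% and -50%; inactive means maximum activity change above -50%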
Target sequence (Q12809 whole entry, looked up): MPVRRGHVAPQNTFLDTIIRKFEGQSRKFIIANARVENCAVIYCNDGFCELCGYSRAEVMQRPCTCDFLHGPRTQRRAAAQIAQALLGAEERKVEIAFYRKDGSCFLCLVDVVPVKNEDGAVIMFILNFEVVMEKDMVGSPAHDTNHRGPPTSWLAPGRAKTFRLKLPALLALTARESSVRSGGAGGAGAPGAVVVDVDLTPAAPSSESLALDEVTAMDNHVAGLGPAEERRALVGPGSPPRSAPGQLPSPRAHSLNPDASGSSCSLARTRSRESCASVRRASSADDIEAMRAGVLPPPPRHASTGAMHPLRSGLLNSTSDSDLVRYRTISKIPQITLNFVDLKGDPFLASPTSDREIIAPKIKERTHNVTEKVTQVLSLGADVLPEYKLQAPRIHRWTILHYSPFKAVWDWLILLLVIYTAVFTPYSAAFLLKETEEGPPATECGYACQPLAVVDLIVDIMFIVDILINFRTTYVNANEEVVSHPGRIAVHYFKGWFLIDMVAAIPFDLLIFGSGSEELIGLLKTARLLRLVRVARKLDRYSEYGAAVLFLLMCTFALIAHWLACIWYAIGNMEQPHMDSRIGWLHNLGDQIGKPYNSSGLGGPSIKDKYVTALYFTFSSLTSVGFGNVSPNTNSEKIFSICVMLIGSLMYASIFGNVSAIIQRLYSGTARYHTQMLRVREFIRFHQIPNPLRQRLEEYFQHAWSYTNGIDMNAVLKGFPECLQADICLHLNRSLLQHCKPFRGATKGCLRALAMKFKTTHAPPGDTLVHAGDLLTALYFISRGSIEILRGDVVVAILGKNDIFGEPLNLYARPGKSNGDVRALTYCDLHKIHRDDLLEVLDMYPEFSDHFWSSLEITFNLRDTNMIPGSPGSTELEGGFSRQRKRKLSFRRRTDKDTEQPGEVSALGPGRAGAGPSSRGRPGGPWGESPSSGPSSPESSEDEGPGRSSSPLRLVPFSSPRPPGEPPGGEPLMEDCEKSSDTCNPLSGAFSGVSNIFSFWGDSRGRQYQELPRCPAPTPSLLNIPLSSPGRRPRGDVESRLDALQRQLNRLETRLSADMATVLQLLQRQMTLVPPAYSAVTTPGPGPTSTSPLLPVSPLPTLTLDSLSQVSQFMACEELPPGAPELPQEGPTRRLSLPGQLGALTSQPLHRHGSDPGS
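U2OS cells transduced with wild-type KCNH2 virus are loaded with FluxOr dye for 45 min, and thallium flux is measured in kinetic reads before and after stimulation buffer. Rate constants are normalized to DMSO controls.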
* = called active by the depositor. On the % scale 0 is the no-effect control and ±100 the full control effect. Only part of the results is shown. The share of hits here may be higher or lower than overall.

What do the screens show for `COCCn1c(=NC(=O)CCS(=O)(=O)c2ccccc2)sc2ccccc21`?
KCNH2 3.1 inh: 1; Giardia kill: 16; uPA generation: -11%; KCNH2 WT inh: 0

What do the screens show for `Cc1cccc(C)c1OCC(=O)Nc1oc(-c2ccccc2)c(-c2ccccc2)c1C#N`?
KCNH2 3.1 inh: -32; Giardia kill: 3; uPA generation: -3%; KCNH2 WT inh: 6

Results for COc1ccccc1CNCc1ccc(OC)c2ccccc12 ?
KCNH2 3.1 inh: -21; Giardia kill: 4; uPA generation: -2%; KCNH2 WT inh: 5

How did Fc1ccccc1COc1cccc2cccnc12 do in these assays?
KCNH2 3.1 inh: 5; Giardia kill: -19; uPA generation: -4%; KCNH2 WT inh: 27

Results for OCCOCCn1c(C2CCCN2c2nc(-c3ccc(F)cc3)cs2)nc2cc(Cl)c(Cl)cc21 (centres undefined) ?
KCNH2 3.1 inh: -38; Giardia kill: 6; uPA generation: -18%; KCNH2 WT inh: -26

What do the screens show for `Cc1cc(OCc2cn(CC(=O)c3ccc(O)cc3)nn2)ccc1[N+](=O)[O-]`?
KCNH2 3.1 inh: -17; Giardia kill: 10; uPA generation: 5%; KCNH2 WT inh: 0

How did O=c1[nH]c(=S)[nH]c(O)c1/C=C1\C=Nc2ccccc21 do in these assays?
KCNH2 3.1 inh: 0; Giardia kill: 11; uPA generation: 0%; KCNH2 WT inh: -2

Results for COC(C/C=C\[C@H](O)COCc1ccccc1)OC ?
KCNH2 3.1 inh: 18; Giardia kill: 19; uPA generation: -3%; KCNH2 WT inh: -15

Results for CCOC(=O)/C=C1/SCC(=O)N1Cc1ccc(Br)cc1 ?
KCNH2 3.1 inh: -12; Giardia kill: 0; uPA generation: 2%; KCNH2 WT inh: 8

Results for CCCC(C)Sc1nc2c([nH]1)c(=S)n(C)c(=O)n2C (centres undefined) ?
KCNH2 3.1 inh: -15; Giardia kill: -22; uPA generation: 0%; KCNH2 WT inh: -157*

How did COc1ccc2c(c1)O/C(=C\c1ccccc1O)C2=O do in these assays?
KCNH2 3.1 inh: 8; Giardia kill: 9; uPA generation: -6%; KCNH2 WT inh: 3

How did O=C(NN1CCOCC1)c1cccc(F)c1 do in these assays?
KCNH2 3.1 inh: -4; Giardia kill: 8; uPA generation: 0%; KCNH2 WT inh: -2

What do the screens show for `Cc1ccccc1C(=O)NCC(C)NC(=O)c1ccccc1C` (centres undefined)?
KCNH2 3.1 inh: 10; Giardia kill: 0; uPA generation: 13%; KCNH2 WT inh: -1

How did CN(CC(=O)Nc1cccc(F)c1)C(=O)c1cccc(S(=O)(=O)N2CCN(c3ccc(F)cc3)CC2)c1 do in these assays?
KCNH2 3.1 inh: -7; Giardia kill: 22; uPA generation: inconclusive; KCNH2 WT inh: 6

Results for CCOC(=O)c1ccc(NC(=O)c2c(N)n(C)c(=O)n(C)c2=O)cc1 ?
KCNH2 3.1 inh: 7; Giardia kill: 8; uPA generation: 14%; KCNH2 WT inh: 6

How did OC(c1ccccc1)C(NCCNCc1ccccc1)c1ccccc1 (centres undefined) do in these assays?
KCNH2 3.1 inh: -39; Giardia kill: 8; uPA generation: 4%; KCNH2 WT inh: -4

Results for COc1ccc(CNCCS(=O)(=O)NCc2ccc(OC)cc2)cc1 ?
KCNH2 3.1 inh: 1; Giardia kill: inconclusive; uPA generation: 18%; KCNH2 WT inh: 3

How did CC(C)Cc1ccc(C2=CSC3=NCCN23)cc1 do in these assays?
KCNH2 3.1 inh: -33; Giardia kill: -2; uPA generation: -5%; KCNH2 WT inh: 26

How did CC(OC(=O)c1cccc(-n2cnnn2)c1)C(=O)Nc1ccc(F)c(F)c1F (centres undefined) do in these assays?
KCNH2 3.1 inh: -16; Giardia kill: 0; uPA generation: 2%; KCNH2 WT inh: 2

Results for O=C(O)C(C1CCCCC1)C1(O)CCCC1 (centres undefined) ?
KCNH2 3.1 inh: 5; Giardia kill: 3; uPA generation: 1%; KCNH2 WT inh: -5

What do the screens show for `O=c1[nH]c(-c2ccccc2)nc(-c2ccccc2)c1Cl`?
KCNH2 3.1 inh: 7; Giardia kill: -3; uPA generation: 3%; KCNH2 WT inh: -1

How did CN(C)CCn1c(COc2ccccc2)nc2ccccc21 do in these assays?
KCNH2 3.1 inh: 12; Giardia kill: 7; uPA generation: -11%; KCNH2 WT inh: -5

What do the screens show for `C=C1[C@H]2O[C@H]2[C@@H](OC(C)=O)[C@@]2(C)[C@@H](OC(C)=O)C[C@@H](OC(C)=O)[C@@](C)(O)[C@@H]2[C@@H](OC(C)=O)[C@@]2(O)[C@@H](C)C(=O)O[C@H]2[C@H]1Cl`?
KCNH2 3.1 inh: -15; Giardia kill: -25; uPA generation: 9%; KCNH2 WT inh: -6

What do the screens show for `O=S(=O)(SC1=NCCN1)c1ccccc1`?
KCNH2 3.1 inh: -7; Giardia kill: -9; uPA generation: 0%; KCNH2 WT inh: 32

How did CC1(c2nnc(-c3cccc(Cl)c3)o2)CC(c2cccc(F)c2)=NO1 (centres undefined) do in these assays?
KCNH2 3.1 inh: 16; Giardia kill: -20; uPA generation: -12%; KCNH2 WT inh: -8

How did O=C(NC1CC1)C1=C[C@H](c2coc3ccccc3c2=O)C[C@H](OCCCCO)O1 do in these assays?
KCNH2 3.1 inh: -8; Giardia kill: -5; uPA generation: 10%; KCNH2 WT inh: -15

Results for O=C(C1CC(=O)N(c2ccc3c(c2)OCCO3)C1)N1CCN(S(=O)(=O)c2ccc(F)cc2)CC1 (centres undefined) ?
KCNH2 3.1 inh: -5; Giardia kill: 3; uPA generation: -7%; KCNH2 WT inh: 2

Results for CC1CN(Cc2ccco2)C(=S)N(c2ccccc2)C1=O (centres undefined) ?
KCNH2 3.1 inh: 10; Giardia kill: -14; uPA generation: 3%; KCNH2 WT inh: -5

What do the screens show for `COc1ccc(N2CCN(C(=S)NCCc3ccccc3)CC2)cc1`?
KCNH2 3.1 inh: -6; Giardia kill: -4; uPA generation: 6%; KCNH2 WT inh: 3

What do the screens show for `C1CC(=NN=C2CCSCC2)CCS1`?
KCNH2 3.1 inh: -13; Giardia kill: -2; uPA generation: 3%; KCNH2 WT inh: 1

Results for COc1ccc(CNC(=O)[C@@H]2CC=C[C@@H]3CCN(C4CCCCC4)C(=O)[C@@H]32)cc1 ?
KCNH2 3.1 inh: 3; Giardia kill: 6; uPA generation: -4%; KCNH2 WT inh: 1

How did CCOC(=O)C1CCCN(C(=O)c2ccc(-c3ccccc3Cl)o2)C1 (centres undefined) do in these assays?
KCNH2 3.1 inh: 2; Giardia kill: 2; uPA generation: -1%; KCNH2 WT inh: -3

What do the screens show for `C=CCOC(=O)C1=C[C@H](c2coc3ccccc3c2=O)C[C@H](OCCCCO)O1`?
KCNH2 3.1 inh: 22; Giardia kill: -9; uPA generation: 6%; KCNH2 WT inh: 2

Results for CCN1C[C@@H]2[C@@H]3C(=O)N(Cc4ccccc4)C(=O)[C@@H]3[C@](Cc3ccccc3)(C1=O)N2C(=O)c1ccc(C(F)(F)F)cc1 ?
KCNH2 3.1 inh: -9; Giardia kill: 4; uPA generation: 2%; KCNH2 WT inh: 0

What do the screens show for `CCN(C(=O)COC(=O)CCCc1c[nH]c2ccccc12)c1c(N)n(Cc2ccccc2)c(=O)[nH]c1=O`?
KCNH2 3.1 inh: -6; Giardia kill: 21; uPA generation: 10%; KCNH2 WT inh: -1

Results for O=S(=O)(O)c1ccc(NN=Cc2ccccc2O)cc1 ?
KCNH2 3.1 inh: 5; Giardia kill: 11; uPA generation: 6%; KCNH2 WT inh: 0

How did Cc1nc(N)nc(N(C)c2ccccc2)c1Br do in these assays?
KCNH2 3.1 inh: 12; Giardia kill: -3; uPA generation: -7%; KCNH2 WT inh: 0

How did O=S(=O)(Nc1ccccc1)N1CCCCC1 do in these assays?
KCNH2 3.1 inh: 2; Giardia kill: -1; uPA generation: -1%; KCNH2 WT inh: -7

What do the screens show for `O=c1[nH][nH]c(=O)c2c1[nH]c(=S)n2Cc1ccccc1`?
KCNH2 3.1 inh: 33; Giardia kill: 24; uPA generation: 2%; KCNH2 WT inh: -12

What do the screens show for `O=C(NCCCOC(=O)c1ccccc1)c1ccccc1`?
KCNH2 3.1 inh: -7; Giardia kill: 7; uPA generation: -1%; KCNH2 WT inh: -2

What do the screens show for `COc1cc(NC(=S)NN2CCOCC2)cc(OC)c1`?
KCNH2 3.1 inh: -3; Giardia kill: -5; uPA generation: 2%; KCNH2 WT inh: 1

What do the screens show for `Cc1cccc(NS(=O)(=O)c2ccc(C)c(C(=O)N3CCN(C(=O)c4ccco4)CC3)c2)c1`?
KCNH2 3.1 inh: -1; Giardia kill: 3; uPA generation: -1%; KCNH2 WT inh: 6

How did COC(=O)C=C1CCC2C3CC(F)C4(O)CC(=O)CCC4(C)C3C(=O)CC12C (centres undefined) do in these assays?
KCNH2 3.1 inh: -33; Giardia kill: 2; uPA generation: 3%; KCNH2 WT inh: 1

How did O=C1CC[C@@H]2CC3(C[C@@H]4CCN1[C@H]24)Nc1ccccc1NC3=NC1CCCCC1 (some centres undefined) do in these assays?
KCNH2 3.1 inh: 8; Giardia kill: 10; uPA generation: -10%; KCNH2 WT inh: 4

What do the screens show for `CC1(C)CCC(=O)N2CC[C@H]3c4cc5ccccc5nc4C[C@@H]1[C@H]32`?
KCNH2 3.1 inh: 0; Giardia kill: 2; uPA generation: 0%; KCNH2 WT inh: 0

What do the screens show for `CCC(C)[C@H]1CN=C(N)N1CCc1cccc2ccccc12` (some centres undefined)?
KCNH2 3.1 inh: 2; Giardia kill: -3; uPA generation: -22%; KCNH2 WT inh: -3

How did NS(=O)(=O)c1ccc(SCc2ccccc2)nc1 do in these assays?
KCNH2 3.1 inh: -6; Giardia kill: 0; uPA generation: -1%; KCNH2 WT inh: 4

Results for C#CCNC(=O)C1=C[C@@H](c2ccc3c(c2)OCO3)C[C@@H](OCCCCO)O1 ?
KCNH2 3.1 inh: 7; Giardia kill: -2; uPA generation: 2%; KCNH2 WT inh: -5

What do the screens show for `CN(Cc1ccc(OC(F)F)cc1)C(=O)c1cccc(S(=O)(=O)N2CCN(Cc3ccccc3)CC2)c1`?
KCNH2 3.1 inh: -35; Giardia kill: 17; uPA generation: -11%; KCNH2 WT inh: 5

What do the screens show for `S=C1CC2CCCC(C2)N1` (centres undefined)?
KCNH2 3.1 inh: -13; Giardia kill: 9; uPA generation: -1%; KCNH2 WT inh: 1

Results for Cc1ccc(OCC(=O)Oc2cccc(C)c2)cc1 ?
KCNH2 3.1 inh: 1; Giardia kill: -4; uPA generation: -10%; KCNH2 WT inh: 7

What do the screens show for `CCc1ccccc1NC(=O)C1CCN(S(C)(=O)=O)CC1`?
KCNH2 3.1 inh: -7; Giardia kill: 4; uPA generation: 11%; KCNH2 WT inh: -12

How did CNc1ncnc2c1ncn2-c1ccccc1 do in these assays?
KCNH2 3.1 inh: -40; Giardia kill: 0; uPA generation: -8%; KCNH2 WT inh: 12

What do the screens show for `CCOC(=O)C1CCC(=O)C1` (centres undefined)?
KCNH2 3.1 inh: -13; Giardia kill: -15; uPA generation: -7%; KCNH2 WT inh: -9

What do the screens show for `O=C(NNC(=O)c1cc(-c2ccc(Br)cc2)nc2ccccc12)c1csc(N2CCOCC2)n1`?
KCNH2 3.1 inh: -21; Giardia kill: -17; uPA generation: -12%; KCNH2 WT inh: -14

What do the screens show for `C#Cc1ccc([C@H]2C=C(C(=O)NCc3nc4ccccc4[nH]3)O[C@@H](OCc3ccc(CO)cc3)C2)cc1`?
KCNH2 3.1 inh: -44; Giardia kill: 19; uPA generation: 14%; KCNH2 WT inh: 0

3 successive entries from above, quoted:
What do the screens show for `COCCn1c(=NC(=O)CCS(=O)(=O)c2ccccc2)sc2ccccc21`?
KCNH2 3.1 inh: 1; Giardia kill: 16; uPA generation: -11%; KCNH2 WT inh: 0

What do the screens show for `Cc1cccc(C)c1OCC(=O)Nc1oc(-c2ccccc2)c(-c2ccccc2)c1C#N`?
KCNH2 3.1 inh: -32; Giardia kill: 3; uPA generation: -3%; KCNH2 WT inh: 6

Results for COc1ccccc1CNCc1ccc(OC)c2ccccc12 ?
KCNH2 3.1 inh: -21; Giardia kill: 4; uPA generation: -2%; KCNH2 WT inh: 5

In the list so far, 2 contain an aryl thioether with sulfur outside any ring.
Results for CCCC(C)Sc1nc2c([nH]1)c(=S)n(C)c(=O)n2C (centres undefined) ?
KCNH2 3.1 inh: -15; Giardia kill: -22; uPA generation: 0%; KCNH2 WT inh: -157*

How did NS(=O)(=O)c1ccc(SCc2ccccc2)nc1 do in these assays?
KCNH2 3.1 inh: -6; Giardia kill: 0; uPA generation: -1%; KCNH2 WT inh: 4

High-throughput results from PubChem BioAssay.
